PhoP GFP inhibition = PhoP regulon inhibitors, Salmonella typhi PhoP promoter GFP reporter, confirmatory (AID 1850) | Salmonella Typhi PhoP-promoter GFP reporter, fluorescence, 4 h; higher % means a stronger effect | one-dose inhibition, % at 50 µM; IC50 in µM for titrated hits | actives 0.33% (n = 310,000); in the data active = a potency from the dose series; inconclusive = inhibition mostly from about 25% at the one dose, without a potency; inactive = the rest, 99 in 100 with inhibition below about 19%;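 also: 0% = induced wells with vehicle and 100% = uninduced wells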
tuberculosis growth = growth inhibition of non-replicating M. tuberculosis (AID 488890); Mycobacterium tuberculosis non-replicating, growth inhibition; higher % means a stronger effect; inhibition, % at 25 µM, or IC50 in µM where a hit was titrated; actives 0.39% (n = 320,000); in the data active = a potency from the dose series; inconclusive = inhibition mostly from about 82% at the one dose, without a potency; inactive = the rest, 99 in 100 with inhibition below about 76%;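 also: plate controls were DMSO cells for no effect and high antibiotic wells for full effect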
influenza NS1A = NS1A inhibition, H1N1 influenza, cell based functional assay (AID 504329); inhibition, % at 12.5 µM; hits with a dose series show IC50 in µM; NS1A functional cell-based assay, percent inhibition; higher % means a stronger effect; actives 0.3% (n = 340,000); in the data active = a potency from the dose series; inconclusive = inhibition above about 27% without an active follow-up result; also: strong numbers were not always called active
M. tuberculosis HTS = M. tuberculosis growth inhibition, HTS (AID 449762); M. tuberculosis H37Rv growth inhibition, 7H9 media; higher % means a stronger effect; inhibition, % at 25 µM, or IC50 in µM where a hit was titrated; actives 0.59% (n = 330,000); in the data active = a potency from the dose series; inconclusive = inhibition above about 70% without an active follow-up result;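 also: bacterial growth assessed after seven days of incubation; strong numbers were not always called active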
VEEV TC-83 Vero = inhibitors of VEEV TC-83 cytopathic effect, confirmation, Vero cells (AID 588727). Vero cells, VEEV TC-83 cytopathic effect inhibition; higher % means a stronger effect. inhibition, % at 20 µM; hits with a dose series show IC50 in µM. actives 0.13% (n = 350,000); in the data active = a potency from the dose series; inconclusive = inhibition mostly from about 14% at the one dose, without a potency; inactive = the rest, 99 in 100 with inhibition below about 12%; also: strong numbers were not always called active
VEEV TC-83 Vero 10K pilot screen = further read-out of VEEV TC-83 Vero, marked with its call; inhibition, %; measured here: 10K pilot screen inhibition
Starred values were filed as active, the others as inactive; i = inactive; ? = inconclusive; / = no result given. Compounds as they come. About 1.5% of those tested had a hit in this group.

SMILES	PhoP GFP inhibition	tuberculosis growth	influenza NS1A	M. tuberculosis HTS	VEEV TC-83 Vero	others
COc1ccc2c(C)c(CC(=O)N3C[C@H]4C[C@@H](C3)c3cccc(=O)n3C4)c(=O)oc2c1C	2%	-4%	1%	-8%	0.6%
CN(C)c1ccc(C(=O)NC2CCCc3ccccc32)cc1 (centres undefined)	-5%	45%	-4%	10%	i
COC(=O)c1ccc2c(=O)n(CCN3CCOCC3)c(SCC(=O)c3ccccc3)nc2c1	6%	67%	0%	?	2.4%
CC(C)c1nnc(NC(=O)C2CCCCC2)s1	2%	3%	25%	-6%	0.7%
CN(C)S(=O)(=O)c1ccc(C(=O)OCC(=O)c2csc(N3CCCCC3)n2)cc1	/	27%	-2%	-1%	0.5%
COCCOC(=O)c1ccc(NC(=O)COc2ccc([N+](=O)[O-])cc2)cc1	10%	78%	1%	83µM*	0.5%
CCOc1ccccc1Nc1nc(-c2sc(C)nc2C)cs1	-6%	23%	-1%	53%	11%
CC(=O)Nc1sc(C)c(C)c1C(=O)OCC(=O)N(C)c1c(N)n(Cc2ccccc2)c(=O)[nH]c1=O	1%	-2%	-6%	0%	1.9%
COc1cccc(C(=O)CN2C(=O)C(C)(C)Oc3ccc(C(=O)N4CCCCCC4)cc32)c1	-1%	-6%	6%	5%	i
O=C(Cc1ccccc1)NC(NCCc1ccccc1)C(Cl)(Cl)Cl (centres undefined)	3%	15%	10%	-1%	1.1%

Next part (3 carried over from the part before).
SMILES	PhoP GFP inhibition	tuberculosis growth	influenza NS1A	M. tuberculosis HTS	VEEV TC-83 Vero	others
CC(=O)Nc1sc(C)c(C)c1C(=O)OCC(=O)N(C)c1c(N)n(Cc2ccccc2)c(=O)[nH]c1=O	1%	-2%	-6%	0%	1.9%
COc1cccc(C(=O)CN2C(=O)C(C)(C)Oc3ccc(C(=O)N4CCCCCC4)cc32)c1	-1%	-6%	6%	5%	i
O=C(Cc1ccccc1)NC(NCCc1ccccc1)C(Cl)(Cl)Cl (centres undefined)	3%	15%	10%	-1%	1.1%
Cc1ccccc1NCC(=O)N/N=C\C=C\c1cccc([N+](=O)[O-])c1	-4%	44%	6%	7%	0.9%
CCOc1cc(C(=O)CCC(=O)OCC(=O)N2c3ccccc3NC(=O)C2(C)C)ccc1O	-4%	1%	3%	-9%	4.7%
O=C(Nc1nc2c(s1)CCCC2)c1cc(-c2ccncc2)nc2ccccc12	-18%	-5%	16%	-6%	3.5%	VEEV TC-83 Vero 10K pilot screen=6.2
CC[C@]12c3[nH]c4cc(CCC(=O)N(C)C)ccc4c3CCN1C(=O)[C@@H](CC(=O)NCc1cccc(C(F)(F)F)c1)C[C@@H]2C(=O)N1CCN(C(=O)C2CC2)CC1	/	/	-13%	/	0.3%
Cc1ccc(Oc2coc3cc(OC(=O)c4cccs4)ccc3c2=O)cc1	5%	?	-17%	20%	1.3%
COc1cc(-c2cc(-c3nnco3)c3ccccc3n2)cc(OC)c1OC	10%	1%	-5%	1%	8.7%
CC(C)(C)NC(=O)c1nn2c(C(F)(F)F)cc(-c3ccccc3)nc2c1Br	5%	-27%	6%	-6%	0.6%
O=C(CSC1=Nc2ccccc2C2CC=NN12)Nc1ccc2c(c1)OCO2 (centres undefined)	/	/	0%	/	34%
CCOc1cccc(C(=O)N/N=C/c2ccoc2)c1	8%	12%	-3%	-2%	1.1%
Cc1cc(C(=O)Cn2cnc3cc(F)ccc3c2=O)c(C)n1C1CC1	/	1%	-5%	-1%	1.6%
CC(C)CC(NC(=O)C(NC(=O)C(Cc1ccc(OCc2ccccc2)cc1)NC(=O)OC(C)(C)C)C(C)C)C(N)=O (centres undefined)	0%	64%	-2%	-5%	i
CCCOc1ccc(-c2nc[nH]c2[N+](=O)[O-])cc1	-3%	4%	-10%	1%	0.2%
CCC(=O)N1c2ccc(S(=O)(=O)N(CCO)Cc3ccccc3)cc2CC1C (centres undefined)	0%	-13%	19%	-7%	0.3%
CN(C(=O)c1ccc(NC(=O)Cc2ccc(NC(=O)C3CCCN(C(=O)C4CC4)C3)cc2)cc1)C1CC1 (centres undefined)	/	-4%	-1%	-4%	0.1%
COc1ccc(Cl)cc1NC(=O)CN(C)C(=O)c1cc(-c2cccs2)nn1-c1ccccc1	-1%	31%	-1%	30%	7.0%
COc1ccc(C2c3cc(OC)c(OC)cc3CC3C(=O)OCC32)cc1OC (centres undefined)	/	/	1%	/	0.7%
Cc1cc(C)c(C)c(OCCOCCNCc2ccccc2)c1	5%	47%	4%	10%	2.6%
O=C(O)c1ccc(-n2nncc2-c2ccco2)cc1	4%	-7%	-4%	-1%	i
CC1(C)C(=O)Nc2ccccc2N1C(=O)COc1ccc(S(=O)(=O)N2CCOCC2)cc1Cl	1%	27%	2%	3%	1.2%
N/C(=N\OC(=O)c1cccc(Br)c1)c1ccccn1	-9%	43%	-14%	3%	9.4%
COc1cccc(OC)c1C(=O)NC(=S)Nc1ccc(S(=O)(=O)Nc2nccs2)cc1	13%	25%	7%	9%	1.5%	VEEV TC-83 Vero 10K pilot screen=1.2
O=C(CSCc1ccccc1Cl)NNC(=S)Nc1ccccc1	-2%	69%	11%	1%	0.6%
O=C(CSc1nc2ccccc2c(=O)n1CC1CCCO1)Nc1ccccc1Cl (centres undefined)	3%	-1%	-5%	6%	6.8%
CN(C)P(=NC(=S)c1cccn1C)(N(C)C)N(C)C	-14%	?	5%	1%	0.1%
COC(=O)Cn1c(C(F)(F)F)nc2ccccc21	3%	-3%	-3%	6%	0.5%
CC(=O)N1CCN(C(=O)c2cccc(S(=O)(=O)N3CCOCC3)c2)CC1	/	/	-5%	/	i
N#Cc1ccc(CSc2nnc(Nc3ccccc3)s2)cc1	0%	8%	15%	6%	1.2%
O=c1oc2c3c4c(cc2c2c1CCC2)OCCN4CCC3	-13%	8%	-11%	-5%	3.6%
CCOc1ccccc1N1CCN(C(=O)c2cccc(S(=O)(=O)N3CCOCC3)c2)CC1	/	9%	-13%	-6%	2.1%
O=c1o[nH]c(-c2ccccc2)c1C=Nc1ccc(Cl)cc1	-8%	39%	1%	7%	0.4%

Quoted at random: 2 compounds from above.
SMILES	PhoP GFP inhibition	tuberculosis growth	influenza NS1A	M. tuberculosis HTS	VEEV TC-83 Vero	others
CCOc1ccccc1N1CCN(C(=O)c2cccc(S(=O)(=O)N3CCOCC3)c2)CC1	/	9%	-13%	-6%	2.1%
O=c1o[nH]c(-c2ccccc2)c1C=Nc1ccc(Cl)cc1	-8%	39%	1%	7%	0.4%

Next entries
SMILES	PhoP GFP inhibition	tuberculosis growth	influenza NS1A	M. tuberculosis HTS	VEEV TC-83 Vero	others
O=C(Nc1ccc(Cl)c(Cl)c1)Nc1nnc(CC2=CCCCC2)s1	6%	2%	-10%	2%	2.4%
CC1CCc2sc3nc(NCc4ccco4)n4ncnc4c3c2C1 (centres undefined)	-8%	47%	-9%	54%	5.1%
O=C(CNC(=O)c1ccccc1)N/N=C/c1ccc([N+](=O)[O-])s1	20µM*	?	-5%	?	3.2%
CC(=O)c1ccc(-c2ccc([C@H]3[C@@H]4C=CCC[C@@]4(C)C(=O)N3Cc3ccccc3)c(F)c2)cc1	-5%	36%	7%	?	i
CCCC(=NCc1ccccc1)C1=C(O)C(C(=O)OC)C(C)(C)CC1=O (centres undefined)	24%	3%	-8%	9%	0.6%
O=C1NC(=S)NC(=O)C1C/C=C/c1ccccc1	-4%	14%	-11%	-6%	0.9%
CC(=O)Nc1cccc(C(=O)OCC(=O)NC(C)c2ccc(F)cc2)c1 (centres undefined)	-18%	6%	-4%	1%	i
O=C(OCc1ccccc1)N1C=CC2CC1c1c(Cl)cccc12 (centres undefined)	/	/	-9%	/	0.2%
Clc1ccc(-c2csc(N/N=C/c3cccnc3)n2)c(Cl)c1	-4%	41%	10%	10%	2.0%
CC1CCN(C(=O)c2[nH]cnc2C(=O)NCc2ccc(CNC(=O)OC(C)(C)C)cc2)CC1	/	66%	7%	2%	3.6%
Cn1c(SCC(=O)Nc2ccc(Br)cn2)nnc1C1CC1	-5%	-4%	-9%	-17%	1.6%
CN(C)c1nc2n(c(=O)n1)CCS2	-2%	3%	-3%	3%	0.9%
O=S(=O)(c1ccc2c(c1)OCCO2)N1CCN(c2nc(-c3cccnc3)nc3ccccc23)CC1	-2%	7%	/	6%	/
Clc1cccc(Cl)c1Cn1nnc(-c2cccs2)n1	4%	-3%	3%	-1%	1.1%
Cc1cccc(NC(=O)COC(=O)c2n[nH]c3ccccc23)c1C	/	8%	-6%	0%	7.9%
Nc1cccc(C#Cc2ccc3c(c2)C(=O)/C(=C/c2ccsc2)O3)c1	/	71%	-2%	2%	2.2%
CSCCC(NC(=O)c1ccc(Br)cc1)C(=O)O (centres undefined)	28%	12%	1%	2%	0.2%
O=[N+]([O-])c1cccc(/C=N/Nc2nc(NCc3ccccc3)nc(N3CCOCC3)n2)c1	-1%	-11%	0%	2%	2.7%
c1ccc(Cc2nnc3n2N=C(c2ccccc2)CS3)cc1	0%	26%	6%	8%	1.6%
CC1(C)CC(=O)N(CC(=O)N2CCN(c3ncccn3)CC2)c2ccccc2S1(=O)=O	20%	4%	-1%	-3%	0.2%
O=C(CCCn1c(=O)[nH]c2cc(Cl)ccc2c1=O)NCCCN1CCN(c2ccc(F)cc2)CC1	16%	18%	-7%	-4%	2.6%
Cc1cc(N2CCOCC2)n2ncc(-c3ccc(Cl)cc3)c2n1	5%	-6%	-19%	7%	0.2%
CCS(=O)(=O)N1CCN(c2ccc(C(=O)NC3C4CC5CC(C4)CC3C5)cc2[N+](=O)[O-])CC1 (centres undefined)	-8%	10%	1%	1%	0.1%
O=C(O)/C=C/C(=O)NC1CCCCC1	-6%	-10%	-4%	-2%	i
O=C(COC(=O)c1ccc(Br)o1)NCCNC(=O)COC(=O)c1ccc(Br)o1	-2%	/	0%	6%	3.1%
Cc1cc(=O)oc2c(C)c(OCC(=O)Nc3cccnc3)ccc12	6%	-9%	-1%	-5%	4.1%
COC(=O)C(CCCCN1C(=O)C2C3C=CC(C3)C2C1=O)N1C(=O)C2C3C=CC(C3)C2C1=O (centres undefined)	0%	-7%	0%	-4%	i	VEEV TC-83 Vero 10K pilot screen=0.1
CCCN(CCC)C(=O)Cn1c(=O)c2ccccc2n2c(=S)sc(-c3ccccc3C)c12	-8%	-12%	-1%	2%	5.3%
CCOC(=O)c1ccccc1N/C=C/C(=O)c1ccccc1	11%	69%	-1%	5%	1.8%
CC(C)OC(=O)C1=C2SCC(=O)N2C(N)=C(C#N)C1	0%	-14%	14%	-5%	i
O=C(CSc1nnc(-c2ccc(OC(F)F)cc2)o1)N1CCOCC1	-14%	?	-5%	-15%	0.7%
C/C(=N\N1CCN(c2ccccc2)CC1)c1cccs1	14%	-4%	-7%	-1%	3.6%
CCOc1ccc(NC(=O)C(C)Oc2ccccc2C(=O)Nc2ccc(C)c(Cl)c2)cc1 (centres undefined)	3%	4%	3%	20%	i
CN1CCC2(CC1)CC(NC=O)c1ccccc1O2 (centres undefined)	11%	10%	14%	-4%	2.8%
CN(C(=O)c1ccc(-c2nn(C)c(=O)c3ccccc23)cc1)c1ccccc1	3%	27%	5%	7%	5.1%
O=C(NC(Cc1c[nH]c2ccccc12)c1nnc2n1CCCCC2)c1ccc(Cl)cc1 (centres undefined)	-9%	21%	8%	3%	2.5%
CN1c2ccc(Cl)cc2C(=O)NC1c1ccc([N+](=O)[O-])s1 (centres undefined)	-2%	?	4%	63%	1.7%
O=C(COC(=O)c1cccc(Cl)c1)NC1CCCCCCC1	/	72%	-15%	-4%	1.6%
CC(=O)N1CCc2c(sc(NC(=O)CCS(=O)(=O)c3ccccc3)c2C#N)C1	-2%	?	-1%	1%	7.9%
NS(=O)(=O)c1ccc(NC(=S)NCC2CCCO2)cc1 (centres undefined)	-5%	1%	-12%	-10%	0.6%
O=C(NC1(C(F)(F)F)NC(=O)N(C2CCCCC2)C1=O)C1CC1 (centres undefined)	-1%	4%	-8%	-6%	0.6%
Cc1cnc(CN(C)Cc2c(C(=O)N3CCc4ccccc4C3)nc3ccc(Cl)cn23)[nH]1	-7%	33%	3%	-5%	8.5%
Cc1c(Cl)cnc(NC(=O)COC(=O)c2ccc([N+](=O)[O-])s2)c1Cl	-10%	?	10%	5%	0.2%	VEEV TC-83 Vero 10K pilot screen=0.1

Structural class: the entries above containing a COOH group
SMILES	PhoP GFP inhibition	tuberculosis growth	influenza NS1A	M. tuberculosis HTS	VEEV TC-83 Vero	others
O=C(O)c1ccc(-n2nncc2-c2ccco2)cc1	4%	-7%	-4%	-1%	i
CSCCC(NC(=O)c1ccc(Br)cc1)C(=O)O (centres undefined)	28%	12%	1%	2%	0.2%
O=C(O)/C=C/C(=O)NC1CCCCC1	-6%	-10%	-4%	-2%	i
